# Screening results: PubChem BioAssay, several laboratories
# pCIP destab – lowers stability of the mouse p/CIP coactivator protein; Q05BA5; F442A p/CIP-EGFP cells, EGFP fluorescence, 16 h; decrease of EGFP signal, % at 10 µM; 290,000 tested, 0.01% active;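 active = EGFP signal decrease of at least 30% at 10 µM or well 3 SD below plate mean, unless failing retest; inactive = the rest, including hits failing retest or dose response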; note: some compounds called inactive have numbers as strong as hits; many of its hits are not listed in these tables
# NS3 helicase inh – blocks Hepatitis C virus NS3 helicase unwinding | inhibition, % at 10.9 µM | 290,000 tested, 0.56% active | AID 1800 | NS3 helicase DNA unwinding, Cy5 molecular beacon fluorescence;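 active = inhibition above the mean of all tested compounds plus 3 SD, set per campaign, cut at about 35% in these data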;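 note: 0% = DMSO wells and 100% = thioflavine S control wells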
#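 System: HCV NS3 helicase fragment; control set: DMSO and thioflavine S; technique: Cy5 fluorescence at 0 and 60 min, beacon hairpin quenching; reagent: beacon DNA duplex substrate plus ATP; replicates: singlicate; schedule: 1 h reaction at 25 °C, ATP-initiated; medium: MOPS buffer pH 6.5 with MgCl2, DTT, Tween20, BSA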
# SUMO HTRF inh – SUMOylation inhibition. P63279. HTRF SUMOylation assay, SAE1/SAE2 + UBC9, in vitro. inhibition, % at 35 µM. 290,000 tested, 0.36% active. AID 2006; in the data active = inhibition above about 50%, passing the limit was not always enough; note: strong numbers were not always called active
# FID counter – fluorescent intercalator displacement, NS3 helicase counter-screen; DNA fluorescent intercalator displacement, fluorescence; inhibition, % at 7.9 µM; 290,000 tested, 0.17% active; AID 1845; in the data active = inhibition above about 37%;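 note: 0% = vehicle and 100% = reference compound; higher means more ethidium bromide displaced from hairpin DNA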
# IMP-1 inhibitor – inhibitors of Pseudomonas aeruginosa IMP-1 metallo-beta-lactamase; purified IMP-1, nitrocefin hydrolysis, epi-absorbance fluorescence; inhibition, % at 5.6 µM; 290,000 tested, 0.45% active;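 active = inhibition above the mean plus 3 SD of all compounds in the same screening run, cut at about 4.5% in these data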;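 note: 0% = IMP-1 with DMSO and 100% = DMSO wells lacking enzyme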
#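 System: Purified IMP-1 | Read-out basis: Percent enzyme inhibition | Controls: IMP-1 with DMSO as 0%, enzyme-free DMSO as 100% | Replicates: One well per compound | Doses: 5.6 µM nominal single concentration | Detection: Epi-absorbance fluorescence, 480 nm excitation, 530 nm emission | Incubation: 25 °C, 15 min preincubation, 25 min reaction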
# VIM-2 inhibitor – inhibitors of Pseudomonas aeruginosa VIM-2 metallo-beta-lactamase. purified VIM-2, nitrocefin hydrolysis, epi-absorbance fluorescence. inhibition, % at 5.6 µM. 290,000 tested, 0.89% active. AID 1527;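 active = inhibition above the mean of all tested compounds plus 3 SD, cutoff set per screening run, cut at about 7.5% in these data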;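 note: red hydrolysis product quenches plate fluorescence so inhibitors raise well fluorescence; 0% = enzyme with DMSO and 100% = DMSO without enzyme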
# PfM18AAP inh – PfM18AAP enzyme inhibition. recombinant PfM18AAP, H-Glu-NHMec fluorogenic cleavage. inhibition, % at 7.35 µM. 290,000 tested, 1.2% active. AID 1822;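 active = inhibition above the campaign mean inhibition over all tested compounds plus 3 SD, cut at about 28% in these data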;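 note: 0% = plate median of test compound wells and 100% = 2 mM ZnCl2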
# IDE inh – inhibits human insulin-degrading enzyme in HEK cells | FAbetaB cleavage, fluorescence polarization | inhibition, % at 5.59 µM | 320,000 tested, 0.41% active | AID 434962;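 active = percent inhibition above the average of all tested compounds plus 3 SD, set per screening campaign, cut at about 16% in these data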;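 note: IDE supplied by intact live HEK cells; FP after avidin binding of uncleaved biotin substrate so inhibition keeps polarization high; 0% = DMSO wells and 100% = 60 µM reference IDE inhibitor Ii1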
# Target sequence (P14735 whole entry, looked up): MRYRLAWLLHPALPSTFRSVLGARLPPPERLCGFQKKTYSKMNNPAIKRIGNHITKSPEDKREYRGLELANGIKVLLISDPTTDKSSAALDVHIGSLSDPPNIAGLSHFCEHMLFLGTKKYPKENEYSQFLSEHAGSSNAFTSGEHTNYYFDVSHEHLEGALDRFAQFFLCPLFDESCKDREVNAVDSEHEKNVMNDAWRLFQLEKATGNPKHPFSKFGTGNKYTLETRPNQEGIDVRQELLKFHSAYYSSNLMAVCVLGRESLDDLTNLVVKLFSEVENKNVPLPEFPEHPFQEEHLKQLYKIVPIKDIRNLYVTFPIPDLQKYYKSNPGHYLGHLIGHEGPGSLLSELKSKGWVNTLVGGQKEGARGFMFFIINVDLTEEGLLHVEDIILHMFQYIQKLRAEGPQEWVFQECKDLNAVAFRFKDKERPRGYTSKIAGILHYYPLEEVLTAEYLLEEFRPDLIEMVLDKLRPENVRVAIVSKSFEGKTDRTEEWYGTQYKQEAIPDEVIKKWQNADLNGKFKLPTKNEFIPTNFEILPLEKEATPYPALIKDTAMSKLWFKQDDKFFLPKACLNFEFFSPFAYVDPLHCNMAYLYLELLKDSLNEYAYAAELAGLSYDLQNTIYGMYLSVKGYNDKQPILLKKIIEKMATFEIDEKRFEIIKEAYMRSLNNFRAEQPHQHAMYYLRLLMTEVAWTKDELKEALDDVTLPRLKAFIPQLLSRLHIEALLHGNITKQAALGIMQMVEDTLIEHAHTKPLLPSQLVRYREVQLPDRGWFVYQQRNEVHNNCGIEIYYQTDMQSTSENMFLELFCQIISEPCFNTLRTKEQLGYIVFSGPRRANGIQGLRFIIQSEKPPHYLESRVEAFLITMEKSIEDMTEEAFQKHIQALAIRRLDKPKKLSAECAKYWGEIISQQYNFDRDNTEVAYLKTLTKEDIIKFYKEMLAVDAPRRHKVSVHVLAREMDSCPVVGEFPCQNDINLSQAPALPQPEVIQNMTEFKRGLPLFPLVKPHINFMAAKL
# IDE act – activators of human insulin-degrading enzyme in cells; P14735; HEK cells, FAbeta-B cleavage, fluorescence polarization; 0% vehicle, 100% cell-free pure enzyme wells; activation, % at 5.96 µM; 340,000 tested, 0.073% active; AID 493087;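 active = activation above the mean of all tested compounds plus 3 SD, set per screening campaign, cut at about 17% in these data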
# Active calls of the source: *; x = no result given.
# Start of the data: the first two entries (preview)
SMILES,pCIP destab,NS3 helicase inh,SUMO HTRF inh,FID counter,IMP-1 inhibitor,VIM-2 inhibitor,PfM18AAP inh,IDE inh,IDE act
CC(C)CCNC(=O)C1CCCN1C(=O)NC1CCCCC1 (configuration not stated),5,34,13,-8,-2.2,-1.8,10,0,2
COc1ccc(Nc2nccc3c2nnn3C)cc1,2,0,0,-6,-4.5,-2.7,6,3,7

# This part in full (from the top)
SMILES,pCIP destab,NS3 helicase inh,SUMO HTRF inh,FID counter,IMP-1 inhibitor,VIM-2 inhibitor,PfM18AAP inh,IDE inh,IDE act
CC(C)CCNC(=O)C1CCCN1C(=O)NC1CCCCC1 (configuration not stated),5,34,13,-8,-2.2,-1.8,10,0,2
COc1ccc(Nc2nccc3c2nnn3C)cc1,2,0,0,-6,-4.5,-2.7,6,3,7
COc1ccc(CCN=C(N)NS(=O)(=O)c2cccs2)cc1,-6,8,-1,-4,-2.3,-1.4,3,6,2
CCCc1cc(C(=O)Nc2cc(C)nn2-c2ccccc2)no1,-12,-10,-3,-15,-2.9,-6.8,-1,3,-2
O=C1C2C3CC(C(Br)C3Br)C2C(=O)N1c1ccccn1 (configuration not stated),-6,5,12,2,-2.2,-3.0,-1,3,4
O=C(CN1C(=O)S/C(=C\c2ccc(Cl)cc2)C1=O)NCCCn1ccnc1,1,-31,1,31,0.2,0.4,12,6,6
Cc1nc(NC(C)c2ccccc2)c2oc3ccccc3c2n1 (configuration not stated),-15,-13,-20,-19,-3.6,-0.8,-4,0,2
NS(=O)(=O)c1cccc(NC(=O)CSc2nc3ccc(Cl)cc3[nH]2)c1,-1,-13,-5,-5,-3.9,3.0,-2,3,5
CCOC(=O)N1CC=C2C(C#N)=C(N)C(C#N)(C#N)[C@H](c3ccccc3OCC)[C@H]2C1,-15,4,15,-17,-3.9,-1.4,-3,7,-9
COC(=O)C(C(=O)OC)c1ccc(-n2cccc2)cc1,-6,5,12,-9,-0.5,2.2,3,5,5
S=C(NCc1ccco1)Nc1cc(-c2ccccc2)[nH]n1,-9,-1,-4,-6,-3.3,-3.9,5,7,-3
Cc1ccccc1C(=O)N1CCC(C(=O)O)CC1,-1,-1,7,0,-2.7,-5.0,-14,1,7
CCCc1nc2ccc(NC(C)=O)cc2c(=O)n1Cc1cccc(Cl)c1,-17,-12,5,-27,-4.1,-5.1,13,1,4
CCOC(=O)c1ccc(CNCc2ccc(Br)cc2)cc1,-3,-30,-16,7,-2.1,-1.1,5,2,1
COc1ccc(CCN2CC(C(=O)N(C)CCc3cn[nH]c3)CCC2=O)cc1 (configuration not stated),-5,1,7,-5,-3.5,1.7,2,x,5
CCSC1=C(C#N)C(c2ccccc2OC)CC(=O)N1 (configuration not stated),0,23,10,-14,-2.1,-2.5,7,2,9
CN(C)/C=C1/N=C(c2ccccc2)OC1=O,-6,3,19,-3,0.6,-2.5,13,-3,4
CN1CCN(C2=C(Cl)C(=O)N(c3cccc(Cl)c3)C2=O)CC1,0,4,1,2,-1.6,-0.1,0,2,4
C/C(=N\NC(=O)c1c(Cl)cnn1C)c1cccnc1,10,4,-1,-11,-0.4,-1.0,-3,x,-4
CC(C)[C@H](NS(=O)(=O)c1ccc2c(c1)OCCO2)C(=O)OCC(=O)Nc1cc(Cl)ccc1Cl,-2,-3,-24,-29,-4.2,-3.0,-5,-1,-4
CC(C)Oc1cccc(C(=O)C2CCCN(Cc3cnc(N4CCOCC4)s3)C2)c1 (configuration not stated),-15,-13,-3,-3,-3.8,1.0,3,4,3
CO/N=C/NC(=O)c1c(OC)ccnc1Oc1ccc(F)cc1,5,10,-24,71*,-0.8,0.3,0,1,5
CCOC(=O)c1ccc(Cn2cnc3ccccc3c2=O)cc1,-4,6,12,-13,-2.2,-2.9,-6,4,0
CC1(C)CC(=O)C2=C(C1)Nc1[nH]n(-c3ccccc3)c(=O)c1C2c1ccc2c(c1)OCO2 (configuration not stated),-15,-2,-5,-8,-3.0,-4.2,10,x,7
O=C(CN1C(=O)/C(=C\c2ccc(C(F)(F)F)cc2)Sc2ccccc21)NCc1ccco1,-22,1,-7,-3,-0.9,-0.7,8,4,4
Cc1ccc(Nc2nc(C)cs2)cc1,-13,-2,6,11,-3.1,-4.4,-6,2,6
O=C(O)c1cccc(N/N=C/c2sc(N3CCOCC3)nc2-c2ccccc2)c1,-4,4,-1,-15,-3.4,0.3,24,0,6
NS(=O)(=O)c1ccc(CCNC(=S)Nc2ccc(S(N)(=O)=O)cc2)cc1,-11,2,-13,-3,-4.2,0.4,2,-3,1
Cc1cccc(C(=O)NCCNC(=O)c2ccco2)c1,7,4,-6,-3,-1.1,-1.8,-2,-3,1
Cc1nc2cc(-c3cccc(F)c3)nn2c(N2CCN(C(=O)c3ccco3)CC2)c1C,3,3,-6,-3,-3.3,-4.7,-3,0,-1
COc1ccc(Br)cc1/C=N/NC(=O)CNC(=O)C1COc2ccccc2O1 (configuration not stated),1,-20,0,-22,-3.4,-1.8,4,30*,-22
CSc1ccc(CN2C(=O)NC3(CCCCCCC3)C2=O)cc1,-7,-4,1,-22,-2.9,-1.8,0,8,-1
Cc1ccc(OCC(=O)NCc2cccnc2)cc1,-34,7,1,6,1.1,-0.1,-4,1,-1
O=C(Nc1ccc2oc(-c3cccnc3)nc2c1)c1ccco1,-9,28,28,-30,-3.6,0.3,5,1,10
FC(F)(F)c1cc(-c2ccc(Cl)cc2)nc(NCc2cccnc2)n1,-2,3,-16,-5,-1.7,-1.2,0,3,0
CN(C)S(=O)(=O)c1ccc(N2CCCC2)c(C(=O)Nc2ccc(N3CCOCC3)cc2)c1,-4,-3,12,-21,-1.3,-1.9,1,3,4
COc1cc(NS(=O)(=O)c2ccc(NC(=O)COc3ccccc3C)cc2)nc(OC)n1,-7,28,9,-51,4.0,-0.3,5,-7,-3
N#Cc1cccnc1Nc1cccc(Cl)c1,-16,-3,23,-1,-4.8,-2.1,1,5,-1
CCCC1(C(=O)OCC)NC(c2ccc(OC)cc2OC)C2C(=O)N(c3ccc4c(c3)OCCO4)C(=O)C21 (configuration not stated),8,-8,-12,-32,1.1,-2.4,-4,6,4
Cn1ccnc1SC(=O)N1c2ccccc2Sc2ccccc21,13,1,-18,-10,-1.6,-2.4,0,7,0
CCOc1ccc(NC(=O)COc2ccc(C(=O)NCCc3ccccc3)cc2)cc1,-16,-8,13,2,0.5,-0.9,-2,1,5
CCCCn1c(SCC(=O)N2CCC(C(=O)OCC)CC2)nc2cc(S(N)(=O)=O)ccc21,-6,14,-1,-39,-2.3,0.9,5,10,-1
COCc1cc(C)nc(NC2CC(C)(C)NC(C)(C)C2)c1C#N,-2,14,-2,6,-0.8,-0.9,3,9,3
COc1cccc(C2C([N+](=O)[O-])=C(N)Oc3cc(C)oc(=O)c32)c1 (configuration not stated),1,2,14,-6,-1.9,-2.9,8,4,4
O=C(NCCCn1ccnc1)C(=O)NCC1OCCN1S(=O)(=O)c1ccc(Cl)cc1 (configuration not stated),4,-4,12,-1,1.1,-2.3,4,1,3
O=C(NC(=S)Nc1ccc(CN2CCOCC2)cc1)c1cccc([N+](=O)[O-])c1,-14,2,5,3,-1.1,-1.9,1,1,0
CCOC(=O)CC1CCCCN1C(=O)CCCn1nnnc1CN1CCC(C)CC1 (configuration not stated),-5,7,18,-18,0.0,-1.5,-1,1,-2
C/C(=N\Nc1ccc(C(=O)O)cc1)c1nc2ccccc2n1C,-15,0,7,2,-1.6,-0.3,-12,5,x
OC(COc1c(Cl)cc(Cl)cc1Cl)CN1CCCCC1 (configuration not stated),4,0,18,10,-3.6,-1.3,4,-4,0
C=CCOc1ccccc1CN1CCC(CO)(CCOc2ccccc2)CC1,-10,-17,2,19,0.0,0.0,-7,-6,3
COCCN1CCN(Cc2cn(C)nc2-c2cccc(Cl)c2)CC1,-15,7,6,11,-1.8,-0.5,-5,6,-2
O=C(Nc1ccc2c(c1)C(=O)N(C1CCCCC1)C2=O)C1CCCO1 (configuration not stated),-7,-12,36,-15,-3.8,-3.1,-4,3,7
CCc1ccc(C2CC(c3ccco3)=NN2S(C)(=O)=O)cc1 (configuration not stated),-27,9,-4,-13,-2.5,-2.4,-16,6,3
Cc1cnc(NC(=O)CSc2ncn(-c3ccccc3)n2)s1,3,-11,8,-7,-0.7,0.2,-9,5,0
O=C(O)C1CCCCC1C(=O)OCCCCOC(=O)C1CCCCC1C(=O)O (configuration not stated),-8,15,3,-18,-1.3,-1.8,4,-5,1
COc1cccc(NC(=O)CC(=O)c2ccc([N+](=O)[O-])cc2)c1,-13,20,10,7,-3.6,-2.2,-12,1,0
COc1ccccc1OCc1ccc(C(=O)N2N=C(C(F)F)CC2(O)C(F)F)o1 (configuration not stated),-40,3,-2,-25,-2.5,-3.0,-3,-3,4
COc1cccc(-n2nc(C(C)=O)c(C#N)c2-c2ccco2)c1,-4,-3,14,-13,-0.7,1.7,5,2,0

# Another view of some results above.
O=C(Nc1ccc2c(c1)C(=O)N(C1CCCCC1)C2=O)C1CCCO1 (configuration not stated)
  pCIP destab = -7
  NS3 helicase inh = -12
  SUMO HTRF inh = 36
  FID counter = -15
  IMP-1 inhibitor = -3.8
  VIM-2 inhibitor = -3.1
  PfM18AAP inh = -4
  IDE inh = 3
  IDE act = 7

CCc1ccc(C2CC(c3ccco3)=NN2S(C)(=O)=O)cc1 (configuration not stated)
  pCIP destab = -27
  NS3 helicase inh = 9
  SUMO HTRF inh = -4
  FID counter = -13
  IMP-1 inhibitor = -2.5
  VIM-2 inhibitor = -2.4
  PfM18AAP inh = -16
  IDE inh = 6
  IDE act = 3

Cc1cnc(NC(=O)CSc2ncn(-c3ccccc3)n2)s1
  pCIP destab = 3
  NS3 helicase inh = -11
  SUMO HTRF inh = 8
  FID counter = -7
  IMP-1 inhibitor = -0.7
  VIM-2 inhibitor = 0.2
  PfM18AAP inh = -9
  IDE inh = 5
  IDE act = 0
